BioA inh = blocks M. tuberculosis BioA enzyme activity. purified M. tuberculosis BioA enzyme, plate reader. inhibition, % at 9.99 µM. 360,000 tested, 0.096% active. AID 602481; in the data active = inhibition above about 40%
* = called active by the depositor.

CCC(=O)Nc1ccc2c(c1)OC[C@@H](C)N(C(=O)c1ccc(F)cc1)C[C@@H](C)[C@@H](OC)CN(C)C2=O
- BioA inh: 27.6
Cc1ccc(S(=O)(=O)Nc2ccc3c(c2)CC(=O)N([C@@H](C)CO)C[C@H](C)[C@H](CN(C)S(=O)(=O)c2ccccc2)O3)cc1
- BioA inh: -1.7
C[C@H]1CN([C@@H](C)CO)C(=O)c2cc(C3=CCCC3)cnc2O[C@@H]1CN(C)S(=O)(=O)c1cn(C)cn1
- BioA inh: 2.4
O=C(C[C@@H]1C[C@H]2c3cc(NS(=O)(=O)c4ccc(F)cc4)ccc3O[C@H]2[C@H](CO)O1)NCc1ccncc1
- BioA inh: 0.3
COc1ccccc1C#Cc1cnc2c(c1)C(=O)N([C@@H](C)CO)C[C@H](C)[C@H](CN(C)C(=O)CC1CC1)O2
- BioA inh: -1.1
CNC(=O)C[C@@H]1CC[C@H]2[C@@H](COc3ccc(NC(=O)NCc4ccccc4)cc3C(=O)N2C)O1
- BioA inh: 12.2
O=C(C[C@H]1C[C@H]2c3cc(NC(=O)C4CCOCC4)ccc3O[C@H]2[C@H](CO)O1)NCCN1CCCCC1
- BioA inh: -0.7
C[C@@H]1CN([C@@H](C)CO)C(=O)c2cc(C#Cc3ccccc3)cnc2O[C@H]1CN(C)C(=O)c1ccccc1
- BioA inh: -0.7
CNC[C@H]1Oc2ccc(NC(=O)Nc3ccc(C(F)(F)F)cc3)cc2C(=O)N([C@@H](C)CO)C[C@@H]1C
- BioA inh: -0.1
O=C(N[C@H]1CC[C@H](CCNS(=O)(=O)c2cccc(Cl)c2)O[C@@H]1CO)c1ccncc1
- BioA inh: -2.6
C[C@@H]1CN([C@@H](C)CO)C(=O)c2cc(NC(=O)CCN3CCOCC3)ccc2O[C@H]1CN(C)S(=O)(=O)c1ccc(Cl)cc1
- BioA inh: 0.3
Cc1noc(C)c1S(=O)(=O)Nc1ccc2c(c1)CC(=O)N([C@H](C)CO)C[C@H](C)[C@@H](CN(C)S(=O)(=O)c1ccccc1)O2
- BioA inh: 3.5
CNC[C@H]1Oc2cc(-c3ccccc3F)ccc2S(=O)(=O)N([C@@H](C)CO)C[C@H]1C
- BioA inh: -0.8
COc1cccc(CN2[C@H](CO)[C@H]3c4ccccc4N(C(=O)c4cccnc4)C[C@H]32)c1
- BioA inh: -3.1
C[C@H]1CN([C@@H](C)CO)C(=O)c2cc(NC(=O)C3CC3)ccc2O[C@H]1CN(C)S(=O)(=O)c1cn(C)cn1
- BioA inh: -1.0
C[C@@H]1CN([C@H](C)CO)C(=O)c2cccc(NS(C)(=O)=O)c2O[C@@H]1CN(C)Cc1ccc2c(c1)OCO2
- BioA inh: 1.5
C[C@@H]1CN([C@H](C)CO)S(=O)(=O)c2ccc(-c3ccncc3)cc2O[C@H]1CN(C)C(=O)Nc1ccc(C(F)(F)F)cc1
- BioA inh: -1.9
C[C@@H]1CCCCO[C@@H](CN(C)Cc2ccccc2)[C@H](C)CN([C@@H](C)CO)C(=O)c2cc(NS(=O)(=O)c3cn(C)cn3)ccc2O1
- BioA inh: 0.2
CCCC#Cc1ccc2c(c1)O[C@@H](CN(C)Cc1ccccn1)[C@@H](C)CN([C@@H](C)CO)S2(=O)=O
- BioA inh: -2.4
C[C@@H]1CN([C@@H](C)CO)C(=O)c2cc(NC(=O)CCCN(C)C)ccc2O[C@H]1CN(C)S(=O)(=O)c1cccs1
- BioA inh: 12.1
COc1ccc(NC(=O)N(C)C[C@@H]2OCCCC[C@H](C)Oc3ccc(NC(=O)Nc4cccc5ccccc45)cc3C(=O)N([C@H](C)CO)C[C@@H]2C)cc1
- BioA inh: 0.8
COc1ccc(NC(=O)N(C)C[C@H]2OCCCC[C@@H](C)Oc3ccc(NC(=O)Nc4c(C)noc4C)cc3C(=O)N([C@H](C)CO)C[C@@H]2C)cc1
- BioA inh: -0.3
C[C@@H]1CN([C@H](C)CO)C(=O)c2cc(-c3ccc(F)cc3)cnc2O[C@@H]1CN(C)Cc1cncnc1
- BioA inh: -2.4
O=C(N[C@H]1C=C[C@@H](CC(=O)N2CCc3ccccc3C2)O[C@@H]1CO)C1CC1
- BioA inh: -1.9
N#C[C@@H]1[C@H](c2ccc(C3=CCCCC3)cc2)[C@H](CO)N1C(=O)CN1CCOCC1
- BioA inh: 0.5

Filtered by structure, the compounds so far with two or more sulfur atoms
Cc1ccc(S(=O)(=O)Nc2ccc3c(c2)CC(=O)N([C@@H](C)CO)C[C@H](C)[C@H](CN(C)S(=O)(=O)c2ccccc2)O3)cc1
- BioA inh: -1.7
Cc1noc(C)c1S(=O)(=O)Nc1ccc2c(c1)CC(=O)N([C@H](C)CO)C[C@H](C)[C@@H](CN(C)S(=O)(=O)c1ccccc1)O2
- BioA inh: 3.5
C[C@@H]1CN([C@@H](C)CO)C(=O)c2cc(NC(=O)CCCN(C)C)ccc2O[C@H]1CN(C)S(=O)(=O)c1cccs1
- BioA inh: 12.1

(listing goes on)
C[C@H](CO)N1C[C@H](C)[C@@H](CN(C)Cc2ccccc2)Oc2ccc(NC(=O)Nc3ccc4c(c3)OCO4)cc2C1=O
- BioA inh: 0.0
O=C(C[C@@H]1CC[C@H]2[C@@H](COC[C@H](O)CN2Cc2cc(F)cc(F)c2)O1)NC1CCCC1
- BioA inh: 2.2
O=C(c1ccccn1)N1C[C@@H]2[C@H](c3ccccc31)[C@H](CO)N2C(=O)Cc1ccccc1
- BioA inh: 0.7
CCCN(C)C[C@@H]1Oc2cc(C#CCC(C)C)ccc2S(=O)(=O)N([C@H](C)CO)C[C@@H]1C
- BioA inh: 0.2
C[C@H]1CN([C@@H](C)CO)C(=O)c2cc(N(C)C)ccc2O[C@H]1CN(C)C(=O)Nc1cccc2ccccc12
- BioA inh: -0.5
CN(C)CC(=O)N1CCCCN2[C@H](C1)[C@@H](c1ccc(/C=C/c3ccccc3)cc1)[C@@H]2CO
- BioA inh: -5.0
C[C@@H]1CCCCO[C@H](CN(C)C(=O)c2ccccc2)[C@H](C)CN([C@@H](C)CO)C(=O)c2cc(NC(=O)c3ccncc3)ccc2O1
- BioA inh: 0.5
C[C@H](CO)N1C[C@H](C)[C@H](CN(C)Cc2ccc(C(=O)O)cc2)Oc2ccc(NC(=O)Nc3ccc4c(c3)OCO4)cc2CC1=O
- BioA inh: -0.8
COc1ccc(S(=O)(=O)Nc2cccc3c2O[C@H](CN(C)C(=O)Nc2c(C)noc2C)[C@H](C)CN([C@@H](C)CO)C3=O)cc1
- BioA inh: -2.2
CC=Cc1ccc2n(c1=O)C[C@H]1[C@H](CO)[C@@H](C(=O)NCc3ccncc3)N(C(=O)NC3CCCC3)[C@@H]21 (mixture of isomers)
- BioA inh: 0.6
COCC(=O)N1C[C@H]2[C@@H](c3ccccc31)[C@H](CO)N2C(=O)C1CCCC1
- BioA inh: -4.7
C[C@H](CO)N1C[C@H](C)[C@H](CN(C)C)Oc2cc(C#CC3CCCC3)ccc2S1(=O)=O
- BioA inh: 2.4
COc1ccc(S(=O)(=O)N[C@H]2C=C[C@H](CC(=O)N3CCN(c4ccccc4)CC3)O[C@H]2CO)cc1
- BioA inh: 0.7
CO[C@@H]1CN(C)C(=O)c2cc(NC(=O)Nc3ccccc3)ccc2OC[C@@H](C)N(C(=O)CN(C)C)C[C@@H]1C
- BioA inh: -0.9
C[C@@H]1CN([C@H](C)CO)C(=O)c2cc(C#Cc3ccccn3)cnc2O[C@@H]1CN(C)C(=O)CCN1CCCCC1
- BioA inh: -3.3
O=C(CN1CCOCC1)NC[C@H]1N[C@H](CO)[C@@H]1c1ccc(-c2ccccc2)cc1
- BioA inh: -1.3
O=C(Nc1ccccc1F)N[C@@H]1CC[C@@H](CCNC(=O)C2CC2)O[C@H]1CO
- BioA inh: 1.2
CC(C)C#Cc1ccc2c(c1)O[C@@H](CN(C)CC1CCOCC1)[C@@H](C)CN([C@H](C)CO)S2(=O)=O
- BioA inh: -0.6
C[C@@H]1CN([C@H](C)CO)C(=O)c2cc(NC(=O)Cn3cnnn3)ccc2O[C@@H]1CN(C)C
- BioA inh: -2.8
CCS(=O)(=O)N1CCCCN2[C@H](CO)[C@@H](c3ccc(-c4cccc(C#N)c4)cc3)[C@@H]2C1
- BioA inh: -0.5
C[C@@H]1CN([C@H](C)CO)C(=O)c2cc(NC(=O)Cn3cnnn3)ccc2O[C@@H]1CN(C)C(=O)Nc1ccc2c(c1)OCO2
- BioA inh: 4.3
COCC(=O)Nc1ccc2c(c1)C(=O)N(C)C[C@H](OC)[C@H](C)CN(C(=O)NC(C)C)[C@H](C)CO2
- BioA inh: -1.9
C[C@@H]1CCCCO[C@H](CN(C)C(=O)Nc2ccc(F)cc2)[C@@H](C)CN([C@H](C)CO)C(=O)c2cc(NC(=O)NC3CCCCC3)ccc2O1
- BioA inh: -2.5
C[C@H](CO)N1C[C@H](C)[C@H](CN(C)C(=O)Cc2ccccc2)OCCCC[C@H](C)Oc2ccc(NS(=O)(=O)c3ccccc3)cc2C1=O
- BioA inh: -0.3
COc1ccc(-c2ccc([C@@H]3[C@H](C#N)N[C@H]3CO)cc2)cc1
- BioA inh: -0.6

Some values from the results shown:
BioA inh, CC=Cc1ccc2n(c1=O)C[C@H]1[C@H](CO)[C@@H](C(=O)NCc3ccncc3)N(C(=O)NC3CCCC3)[C@@H]21 (mixture of isomers) : 0.6
BioA inh, O=C(N[C@H]1CC[C@H](CCNS(=O)(=O)c2cccc(Cl)c2)O[C@@H]1CO)c1ccncc1 : -2.6

The list continues.
O=C(Nc1ccccc1F)N1CCCCN2[C@H](CO)[C@H](c3ccc(C#Cc4cccnc4)cc3)[C@@H]2C1
- BioA inh: 0.7
O=C(c1ccc2c(c1)OCO2)N1C[C@@H]2[C@H](c3ccccc31)[C@H](CO)N2Cc1ccccc1Cl
- BioA inh: 1.2
C[C@H]1CN([C@@H](C)CO)C(=O)Cc2cc(NS(=O)(=O)c3ccc(F)cc3)ccc2O[C@@H]1CN(C)CC1CC1
- BioA inh: -3.3
CCCN(C)C[C@@H]1Oc2cc(C#Cc3ccc(OC)cc3)ccc2S(=O)(=O)N([C@@H](C)CO)C[C@@H]1C
- BioA inh: -4.5
COc1ccc(S(=O)(=O)N(C)C[C@H]2Oc3ccc(NC(=O)Nc4c(C)noc4C)cc3CC(=O)N([C@@H](C)CO)C[C@H]2C)cc1
- BioA inh: 1.3
CC(C)NC(=O)N(C)C[C@H]1Oc2ccc(NC(=O)CCC(F)(F)F)cc2C(=O)N([C@H](C)CO)C[C@H]1C
- BioA inh: 2.1
CO[C@@H]1CN(C)C(=O)c2ccc(NS(=O)(=O)CC(F)(F)F)cc2OC[C@@H](C)N(CC2CCCCC2)C[C@H]1C
- BioA inh: 0.8
COc1ccc(S(=O)(=O)Nc2ccc3c(c2)C(=O)N([C@@H](C)CO)C[C@@H](C)[C@H](CN(C)Cc2ccc(-c4ccccc4)cc2)O3)cc1
- BioA inh: -2.1
C[C@@H]1CN([C@@H](C)CO)C(=O)c2cccc(NS(=O)(=O)c3cccs3)c2O[C@H]1CN(C)Cc1ccc(-c2ccccc2)cc1
- BioA inh: 3.2
O=C(C[C@@H]1C[C@@H]2c3cc(NC(=O)CC4CC4)ccc3O[C@@H]2[C@H](CO)O1)NCc1ccccc1F
- BioA inh: -0.4
CC(C)NC(=O)Nc1cccc2c1O[C@@H](CN(C)S(=O)(=O)c1ccc(Cl)cc1)[C@@H](C)CN([C@@H](C)CO)C2=O
- BioA inh: 5.8
Cc1noc(C)c1S(=O)(=O)N(C)C[C@@H]1OCCCC[C@H](C)Oc2ccc(NC(=O)Nc3ccc4c(c3)OCO4)cc2C(=O)N([C@H](C)CO)C[C@@H]1C
- BioA inh: -1.6
C[C@@H]1CN([C@H](C)CO)C(=O)c2cc(NC(=O)C3CCCCC3)ccc2O[C@H]1CN(C)C
- BioA inh: -1.6
NCC[C@H]1CC[C@@H](NC(=O)C2CCCCC2)[C@H](CO)O1
- BioA inh: -0.8
C[C@@H]1CN([C@H](C)CO)C(=O)c2cc(NC(=O)C3CCCCC3)ccc2O[C@@H]1CN(C)C(=O)Nc1ccc(C(F)(F)F)cc1
- BioA inh: -1.6
COc1cccc(S(=O)(=O)N[C@H]2CC[C@@H](CC(=O)NCc3ccccc3)O[C@@H]2CO)c1
- BioA inh: -0.9
C[C@H]1CN([C@@H](C)CO)C(=O)c2cccc(NS(=O)(=O)c3cn(C)cn3)c2O[C@@H]1CN(C)Cc1ccncc1
- BioA inh: 1.7
C[C@H](CO)N1C[C@H](C)[C@H](CN(C)S(=O)(=O)c2ccccc2)OCCCC[C@H](C)Oc2ccc(NC(=O)Nc3ccc(F)cc3)cc2C1=O
- BioA inh: -0.8
C[C@@H]1CN([C@H](C)CO)C(=O)c2cc(-c3cccnc3)cnc2O[C@@H]1CN(C)C(=O)c1ccccc1F
- BioA inh: 0.1
CC(C)NC(=O)N(C)C[C@@H]1OCCCC[C@H](C)Oc2ccc(NC(=O)Nc3ccc(F)cc3)cc2C(=O)N([C@@H](C)CO)C[C@H]1C
- BioA inh: -1.9
COCC(=O)N(C)C[C@@H]1Oc2cc(C#CCC(C)C)ccc2S(=O)(=O)N([C@H](C)CO)C[C@@H]1C
- BioA inh: 1.7
Cn1cnc(CCNC(=O)C[C@H]2CC[C@H]3[C@@H](COC[C@H](O)CN3C(=O)Nc3ccc(F)cc3)O2)c1
- BioA inh: -0.3
CCN1[C@@H]2Cn3c(ccc(C4=CCCCC4)c3=O)[C@H]1[C@@H](C(=O)NCCc1ccncc1)[C@@H]2CO
- BioA inh: -1.1
CC(C)NC(=O)Nc1ccc2c(c1)CC(=O)N([C@H](C)CO)C[C@@H](C)[C@H](CN(C)CC1CC1)O2
- BioA inh: -1.4
CN1[C@@H]2c3ccc(-c4ccncc4)c(=O)n3C[C@H]1[C@H](CO)[C@H]2C(=O)NCC1CCCCC1
- BioA inh: -0.9

C[C@H](CO)N1C[C@H](C)[C@@H](CN(C)Cc2ccc(-c3ccccc3)cc2)Oc2ccc(NC(=O)Nc3cccc4ccccc34)cc2C1=O
- BioA inh: -1.3
CC(C)NC(=O)N(C)C[C@H]1OCc2ccccc2-c2c(n(C)c3ccccc23)C(=O)N([C@@H](C)CO)C[C@H]1C
- BioA inh: -0.6
CC(=O)N1[C@@H](CO)[C@@H]2c3ccccc3N(C(=O)c3ccccc3)C[C@@H]21
- BioA inh: -2.7
CCS(=O)(=O)Nc1ccc2c(c1)C(=O)N(C)[C@@H]1CC[C@H](CC(=O)NCc3ccc(OC)cc3)O[C@@H]1CO2
- BioA inh: -1.6
C[C@@H]1CN([C@@H](C)CO)S(=O)(=O)c2ccc(-c3cccnc3)cc2O[C@H]1CN(C)C(=O)C1CCC1
- BioA inh: 1.2

This is a subset; count on the stated rates, not on these rows.
